High-throughput results (PubChem)
FXIIa inh = inhibitors of human coagulation factor XIIa. P00748. purified FXIIa, Boc-QGR-AMC fluorogenic substrate, 2 h. inhibition, % at 5 µM. 0.3% of 220,000 active. AID 800; in the data active = inhibition above about 40%;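 note: 0% = enzyme with no compound and 100% = blank without enzyme; many of its hits are not listed in these tables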
KLK5 inh = kallikrein 5 (human) inhibition; recombinant hK5, fluorogenic AMC substrate cleavage; inhibition, % at 5 µM; 0.59% of 210,000 active;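 active = inhibition of 40% or more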;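 note: 0% = enzyme controls without compound and 100% = no-enzyme blanks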
Target sequence (Q9Y337 67-293 limits assumed): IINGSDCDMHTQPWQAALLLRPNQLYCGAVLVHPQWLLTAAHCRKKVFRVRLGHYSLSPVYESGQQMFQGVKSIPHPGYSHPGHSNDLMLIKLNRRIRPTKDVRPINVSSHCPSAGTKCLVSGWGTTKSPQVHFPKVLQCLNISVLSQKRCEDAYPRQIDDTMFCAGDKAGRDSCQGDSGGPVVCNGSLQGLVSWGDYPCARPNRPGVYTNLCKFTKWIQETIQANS
L929 necroptosis = blocks zVAD induced death of L929 cells. L929 zVAD necroptosis rescue, ATP luminescence, 24 h; with zVAD 60 µM. viability rescue, % at 10 µM. 0.38% of 220,000 active. AID 1377;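 active = activation, scaled between plate controls, above about 75%, limit read from the data; inactive = activation under that limit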;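 note: 0% = zVAD with DMSO and 100% = DMSO alone without zVAD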
thrombin 1536 = blocks human thrombin protease activity; P00734; inhibition, % at 5 µM; alpha-thrombin, Boc-VPR-AMC fluorogenic substrate cleavage; 0.26% of 220,000 active;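 active = inhibition at or above 40%; inactive = inhibition below 40%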;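 note: 0% = enzyme with no compound and 100% = wells without enzyme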
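Material: human alpha-thrombin protein. Incubation: reaction at ambient temperature. Technique: fluorescence of released AMC, ex 355 nm, em 460 nm. Control set: no-compound enzyme wells and no-enzyme blanks. Also added: Boc-VPR-AMC substrate, 15 µM final. Buffer or medium: pH 7.5 Tris (50 mM) with NaCl 150 mM, Tween 20 0.05%.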
Hck-Nef inh = inhibitors of human Hck kinase activated by Nef. Recombinant Hck-YEEI plus Nef, Z-Lyte FRET kinase assay. 0.68% of 220,000 active. P08631. AID 463187. inhibition, % at 20 µM;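 active = Hck-Nef kinase inhibition above about 50%, limit read from the data; inactive = inhibition below that limit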;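 note: 0% = DMSO with Hck plus Nef and 100% = Hck alone without Nef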
KCC2 mod = modulators of human KCC2 chloride dependent transport | Q9H2X9 | KCC2 cells, thallium flux FluoZin-2 fluorescence | B-score of Tl+ flux slope (higher = more flux/activation; lower = inhibition) at 10 µM | 2.2% of 190,000 active | AID 1456;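 active = thallium flux slope and its plate-corrected score both differing from the plate sample mean at a set confidence after two filtering rounds, in either direction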;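 note: slope of fluorescence scaled to starting intensity during 10 to 20 s after thallium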
Rad51 HR inh = Rad51 (human) homologous recombination inhibition. Q06609. hRad51 DNA strand exchange, fluorescence dequenching. inhibition, % at 10 µM. 0.085% of 200,000 active. AID 1385;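 active = inhibition above 40% at the single screening dose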;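 note: 0% = DMSO control wells and 100% = blanks with heterologous ssDNA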
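Test system: preformed human Rad51 ssDNA filaments; also added: Donor/quencher-labelled 47-bp dsDNA substrate; doses: 10 µM final, single point; times: 37 °C 15-min filament assembly, 30-min compound preincubation, 15-min exchange; detection: FRET fluorescence dequenching, excitation 485 nm, emission 520 nm; read-out basis: Fluorescence-based percent inhibition, control- and blank-normalised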
FXIa inh = factor XIa (human) inhibition. P03951. purified FXIa, Boc-Glu-Ala-Arg-AMC fluorogenic substrate. inhibition, % at 5 µM. 0.14% of 220,000 active. AID 798;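 active = inhibition of at least 40%; inactive = inhibition below 40%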;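 note: fluorescence of freed AMC excited at 355 nm; 0% = enzyme without compound and 100% = no enzyme blank; many of its hits are not listed in these tables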
Target sequence (P03951 19-387 limits assumed): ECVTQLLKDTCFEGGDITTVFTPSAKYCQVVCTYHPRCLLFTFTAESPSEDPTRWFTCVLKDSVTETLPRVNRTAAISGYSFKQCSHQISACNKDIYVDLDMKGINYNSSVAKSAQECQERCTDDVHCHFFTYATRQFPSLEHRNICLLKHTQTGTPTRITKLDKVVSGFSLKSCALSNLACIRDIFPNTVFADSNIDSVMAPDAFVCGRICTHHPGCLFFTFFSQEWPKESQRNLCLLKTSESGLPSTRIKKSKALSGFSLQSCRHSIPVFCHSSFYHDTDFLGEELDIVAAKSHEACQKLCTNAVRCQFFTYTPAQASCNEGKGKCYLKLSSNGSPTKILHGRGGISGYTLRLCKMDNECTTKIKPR
Target sequence (P03951 388-625 limits assumed): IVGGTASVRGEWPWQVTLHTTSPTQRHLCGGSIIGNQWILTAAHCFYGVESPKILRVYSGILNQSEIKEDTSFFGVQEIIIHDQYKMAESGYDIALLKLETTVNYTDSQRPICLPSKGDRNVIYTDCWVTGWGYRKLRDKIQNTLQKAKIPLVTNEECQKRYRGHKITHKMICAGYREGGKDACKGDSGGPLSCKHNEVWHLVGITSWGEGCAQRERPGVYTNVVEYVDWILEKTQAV
TNF necrop inh = TNF-alpha cell death inhibition in Jurkat FADD-/- cells; Jurkat FADD-/- TNF necroptosis rescue, ATP luminescence, 24 h; 0 = TNF only, 100 = no-TNF cells; activation (protection from cell death), % at 10 µM; 0.068% of 220,000 active;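 active = activation, meaning protection from cell death, of at least 50% relative to plate controls; inactive = activation below 50%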;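 note: necroptosis triggered by 40 ng/mL TNF-alpha added together with compound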
Numbers without * were called inactive; i = inactive; x = not tested or not shown. The list is partial; rates above refer to the full screens.

Every second line gives: FXIa inh	L929 necroptosis	thrombin 1536	Hck-Nef inh	KLK5 inh	TNF necrop inh	FXIIa inh	Rad51 HR inh	KCC2 mod
> CN(C)/N=C/c1ccc(Sc2ccccc2[N+](=O)[O-])o1
    2	0.8	x	13	1	1.4	7	5	-1.6
> COc1cc([N+](=O)[O-])ccc1NC(=O)/C=C/C(=O)O
    4	3.0	19	22	6	0.2	12	-10	1.2
> COC(=O)c1cc(NC(=O)CC2NC3CCCCC3NC2=O)cc(C(=O)OC)c1 (stereo not drawn)
    8	0.8	0	1	-4	-0.6	16	-1	-0.031
> O=C(Nc1nnc(Cc2ccc(Cl)cc2)s1)C1CCCO1 (stereo not drawn)
    2	0.6	7	16	-7	1.7	8	20	-2
> Nc1nc(-c2nc3ccccc3[nH]2)cs1
    1	0.0	0	-1	-14	-3.5	13	5	x
> CCOC(=O)c1c(C)c(C(=O)N2CCCCCC2)c(C)n1C
    -5	2.4	-7	1	-1	0.1	8	1	x
> CCOC(=O)N1CCN(Cc2cc(=O)oc3cc4c(cc23)CCC4)CC1
    8	-0.4	-3	1	-9	-0.2	13	7	x
> O=C(Nc1cccc2nsnc12)c1ccc2c(c1)OCCO2
    -11	-0.5	2	2	-22	-3.3	7	-2	0.28
> Cc1cccc(-n2cnc3sc(C)c(C)c3c2=O)c1
    1	0.1	6	1	-1	0.5	7	15	-0.13
> Cn1c(=O)c2c(nc(N/N=C/c3cccnc3)n2Cc2ccccc2)n(C)c1=O
    -7	1.4	-5	0	-6	-2.4	0	4	-1.2
> CCc1nnc(NC(=O)CSc2nnc(-c3ccncc3)n2C)s1
    -2	0.4	24	4	36	-1.3	11	-1	-0.65
> COC(=O)c1ccc(Oc2cc(C)nc(NCc3ccccc3)n2)cc1
    2	0.5	2	0	-7	-0.5	7	4	0.28
> CCOc1ncccc1C(=O)Nc1ccc(S(=O)(=O)N2CCCC2)cc1
    -2	3.0	6	25	0	1.0	9	14	0.42
> C1CCc2c(nc3nnnn3c2NC2CCCC2)C1
    1	0.6	-6	1	7	0.0	11	3	-0.91
> Cc1ccc2c(c1)N(CC(=O)c1cccc(Cl)c1)C(=O)C(C)O2 (stereo not drawn)
    7	-0.5	1	6	-25	-2.0	8	2	0.43
> CCOC(=O)/C(C#N)=C/Nc1cc(C(C)(C)C)sc1C(C)=O
    4	0.2	-2	10	0	-0.8	6	0	1.6
> CC(Sc1nnnn1C)C(=O)Nc1ccc(Oc2ccccc2)cc1 (stereo not drawn)
    -7	0.2	-13	2	-1	-1.0	-4	-7	-2.4
> CCOc1ccc2oc(C(=O)O)c(C)c2c1
    -8	1.4	-14	-1	-10	0.7	1	14	-0.93
> CSC1=NCCN1C(=O)c1ccc(C)cc1
    -3	0.2	-7	-3	-2	-1.2	6	1	-0.72
> O=C(CCCCCN1C(=O)c2ccccc2C1=O)NCc1ccccn1
    5	0.3	4	0	-10	0.8	24	-4	0.11

An excerpt from above with just TNF necrop inh and L929 necroptosis.
mol | TNF necrop inh | L929 necroptosis
CCOc1ncccc1C(=O)Nc1ccc(S(=O)(=O)N2CCCC2)cc1 | 1.0 | 3.0
CCc1nnc(NC(=O)CSc2nnc(-c3ccncc3)n2C)s1 | -1.3 | 0.4
C1CCc2c(nc3nnnn3c2NC2CCCC2)C1 | 0.0 | 0.6

Further records
Every second line gives: FXIa inh	L929 necroptosis	thrombin 1536	Hck-Nef inh	KLK5 inh	TNF necrop inh	FXIIa inh	Rad51 HR inh	KCC2 mod
> O=C(CSc1nncs1)NC(=O)NCc1ccco1
    -9	-0.4	-28	13	-8	2.4	1	-8	0.24
> Cn1nnnc1SCC(=O)Nc1ccc(N2CCOCC2)cc1
    -9	0.1	-3	-1	2	0.8	-13	x	0.17
> O=C(Nc1cccc(S(=O)(=O)N2CCCCC2)c1)c1c2c(nc3ccccc13)CCN(Cc1ccccc1)C2
    10	0.6	-2	0	-5	1.7	5	-3	-0.34
> O=C(Cn1nnc(-c2ccccc2)n1)N/N=C/c1ccco1
    10	1.2	-3	25	-3	0.2	7	-5	1.4
> O=C(CCCn1c(=O)[nH]c2cc(Cl)ccc2c1=O)NCCCN1CCCC1=O
    3	-0.5	1	11	-3	0.4	11	x	1.9
> CSc1nc(NCC(C)C)c2c3c(sc2n1)CN(C)CC3
    -6	0.5	-10	2	-134	-3.6	-3	-9	1.1
> COc1ccc(NC(=O)c2ccc(-c3nn(C)c(=O)c4ccccc34)cc2)cc1
    0	15	-3	25	2	-0.2	11	-1	-0.39
> COC(=O)C1=NNC2(c3ccc(C)cc3)C(=O)N(c3cccc(C)c3C)C(=O)C12 (stereo not drawn)
    12	-0.1	-2	3	-11	1.8	6	3	0.21
> COc1ccc(-c2cc(C(=O)Nc3ccc(S(=O)(=O)Nc4onc(C)c4C)cc3)c3ccccc3n2)cc1
    5	0.8	0	11	4	2.6	8	-5	x
> Cc1nc(N2CCOCC2)nc(N2CCCCC2C)c1[N+](=O)[O-] (stereo not drawn)
    0	-0.4	-1	20	-1	1.0	5	15	-0.46
> COc1ccc(-n2cnc3scc(-c4ccc(OC)c(OC)c4)c3c2=O)cc1
    3	35	-1	18	5	-5.5	10	x	-0.7
> CC1CC(C)C[N+](=C2C=C(N3CCCC3)CC(C)(C)C2)C1 (stereo not drawn)
    2	-1.2	2	29	-5	-6.6	2	7	1.7
> O=C(CN1c2cccc3cccc(c23)S1(=O)=O)Nc1ccccc1
    -6	0.4	-11	-17	-2	0.4	5	-4	-0.25
> COc1ccc(C(=O)NCC(=O)OCC(=O)NCCC2=CCCCC2)cc1
    -2	3.6	-7	20	-8	0.6	10	-36	-0.45
> N#Cc1c2c(c(-c3ccco3)[nH]c1=O)CCCC2
    1	0.3	4	-1	-14	-0.4	6	-5	0.72
> CCOC(=O)C1=C(N)Oc2c(oc(CO)cc2=O)C1c1ccccc1 (stereo not drawn)
    31	0.5	36	-28	27	0.5	17	1	-0.83
> Cc1nc(CC(=O)O)c(-c2ccccc2)s1
    -1	-0.3	-4	7	-3	-1.3	9	2	1.5
> CC1CCc2c(nc3ncnn3c2NCCc2ccccc2F)C1 (stereo not drawn)
    0	-0.4	7	24	4	0.0	7	6	-2.1
> O=C1c2cc(N3CCCC3)c([N+](=O)[O-])cc2C(=O)N1c1ccccc1
    -5	0.3	-10	0	-17	2.2	-2	2	0.93
> O=C(CCSc1ccccc1)NCCN1CCOCC1
    4	0.2	-7	-1	4	0.1	2	-7	0.036
> CCOc1ccc(-c2nnc(SCC(=O)N3CCN(c4ccccc4)CC3)o2)cc1
    -8	0.9	-9	5	10	1.4	2	1	0.14
> COc1ccc(OC(C)=O)c(C2c3cc(OC)c(OC)cc3CCN2C(C)=O)c1 (stereo not drawn)
    1	2.2	1	0	1	1.3	8	-4	-0.0061
> CCOC(=O)c1nn(-c2ccc(Cl)cc2Cl)c(=N)c(C#N)c1C
    4	-0.3	-3	18	-2	-3.3	6	i	1.1
> CC(=O)NCCN1C(=O)C2C3c4ccccc4C(c4ccccc43)C2C1=O (stereo not drawn)
    6	-0.9	5	-22	-8	-0.6	20	0	x
> CC(C)NC(=O)CSc1nc(-c2ccccc2)cs1
    46*	0.8	40*	5	21	2.0	26	-2	-2
> Cc1cc(=O)[nH]c(SCC(=O)NNC(=O)Cc2ccccc2)n1
    -4	0.8	4	12	-3	1.5	2	x	-0.73
> Cc1csc(NC(=O)c2nn(C)c(C)c2[N+](=O)[O-])n1
    9	0.0	1	3	-4	-0.5	8	29	0.0053
> Cc1cc(-n2ccnc2)n2c(nc3ccccc32)c1C#N
    14	0.2	16	6	24	-0.4	106*	-20	0.3
> Cn1c(N)c(C(=O)COC(=O)c2cc(C(F)(F)F)nc3ccccc23)c(=O)n(C)c1=O
    7	1.3	3	-4	-9	-4.2	16	x	-2.3
> CN(C(=O)c1ccc2nccnc2c1)C1CCCCC1
    1	0.6	-2	10	-2	2.2	7	16	0.42

Complete entries from above. Screens in order: FXIa inh | L929 necroptosis | thrombin 1536 | Hck-Nef inh | KLK5 inh | TNF necrop inh | FXIIa inh | Rad51 HR inh | KCC2 mod
CCOC(=O)N1CCN(Cc2cc(=O)oc3cc4c(cc23)CCC4)CC1 reads 8 | -0.4 | -3 | 1 | -9 | -0.2 | 13 | 7 | x
COc1ccc(C(=O)NCC(=O)OCC(=O)NCCC2=CCCCC2)cc1 reads -2 | 3.6 | -7 | 20 | -8 | 0.6 | 10 | -36 | -0.45
CN(C)/N=C/c1ccc(Sc2ccccc2[N+](=O)[O-])o1 reads 2 | 0.8 | x | 13 | 1 | 1.4 | 7 | 5 | -1.6
Cn1c(=O)c2c(nc(N/N=C/c3cccnc3)n2Cc2ccccc2)n(C)c1=O reads -7 | 1.4 | -5 | 0 | -6 | -2.4 | 0 | 4 | -1.2
O=C(CCCn1c(=O)[nH]c2cc(Cl)ccc2c1=O)NCCCN1CCCC1=O reads 3 | -0.5 | 1 | 11 | -3 | 0.4 | 11 | x | 1.9

(continued)
Every second line gives: FXIa inh	L929 necroptosis	thrombin 1536	Hck-Nef inh	KLK5 inh	TNF necrop inh	FXIIa inh	Rad51 HR inh	KCC2 mod
> O=S(=O)(c1ccccc1)c1nc(NC2CC2)sc1Cl
    -3	0.2	-12	21	0	-1.0	10	5	x
> Cc1ccn2cc(CNC(=O)c3ccc(Br)o3)nc2c1
    3	0.8	5	3	-1	2.1	-4	-1	-1.4
> Cc1ccc(-c2nn(-c3ccccc3)cc2C2CC(c3ccccc3)=NN2C(=O)CCC(=O)O)cc1 (stereo not drawn)
    -1	0.0	-2	24	-1	0.2	1	6	-1.1
> O=C(c1ccc2c(=O)n(-c3ccccc3)c(=O)[nH]c2c1)N1CCCCC1
    1	-0.1	-8	3	-24	-1.5	20	-3	-0.43
> CCCCc1ccc(S(=O)(=O)Nc2cc(C)on2)cc1
    4	-0.8	-5	6	1	-1.7	7	0	1.7
> CC1CCCCN1S(=O)(=O)c1ccc(C(=O)Nc2nnc(-c3ccccc3Cl)o2)cc1 (stereo not drawn)
    6	1.9	5	1	-240	-4.3	13	x	17*
> O=C(Nc1ccc(Br)cc1)N1CCCCCCC1
    10	-0.1	0	-3	6	-1.1	17	5	0.026
> COc1ccccc1CCNC(=O)c1cc(-c2ccccn2)nc2ccc(Br)cc12
    7	0.5	12	-24	18	-0.3	37	-6	-0.25
> O=C(NNC(=S)NCc1ccccc1)c1ccc(Br)o1
    -3	-0.1	-4	1	-6	0.5	6	2	0.49
> Cc1cc(S(=O)(=O)Nc2ccc3c(c2)COC3=O)ccc1F
    -1	-0.2	-1	4	x	1.8	13	x	-0.79
> NC(=O)COC(=O)c1ccc(Oc2ccccc2)cc1
    -1	0.0	-6	2	-7	0.3	6	2	0.025
> Fc1ccccc1C1c2cccn2CCN1C(=S)Nc1cccc(Br)c1 (stereo not drawn)
    -1	-0.8	-9	21	-5	-1.3	5	4	0.5

Single values from the list.
O=C(Nc1ccc(Br)cc1)N1CCCCCCC1 in KLK5 inh: 6
Cc1ccn2cc(CNC(=O)c3ccc(Br)o3)nc2c1 in thrombin 1536: 5
